A549 tox: Nrf2 qHTS screen for inhibitors: counterscreen for cytotoxicity; A549 ARE-Fluc cells, CellTiter-Fluor viability, 18-24 h; Potency, µM (titrated, usually from 46 µM), for inactives: at the top dose activity change, negative = cytotoxicity, actives largely listed as inhibitors; actives 0.16% (n = 390,000); AID 504648, 2011; note: potency is the fitted concentration of half-maximal effect; % is set by controls: 0 for no effect and ±100 for the full control effect
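A549 ARE-Fluc cells in 5% FBS OPTI-MEM, 5000 cells/well, rested 2 h then exposed to compounds in concentration-response for 18-24 h at 37 °C. Viability by CellTiter-Fluor fluorescence (Ex 405/Em 525) after 30 min; luciferase luminescence (BugLite, 15 min, RT) read afterwards.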
EPAC2 ag: qHTS for Agonist of cAMP-regulated guanine nucleotide exchange factor 4 (EPAC2): primary screen | Rap guanine nucleotide exchange factor 4 (Homo sapiens), Q8WZA2 | actives 0.079% (n = 360,000) | Potency, µM (highest dose often 154 µM), for the others: at the highest dose activation, most hits filed as activators | EPAC2 activation, biochemical qHTS; response scale: 100% = 6.5 mM cAMP response; note: potency is the fitted concentration of half-maximal effect; nearly all actives have a fitted effect of over 50% in size
Target sequence (Q8WZA2 whole entry, looked up): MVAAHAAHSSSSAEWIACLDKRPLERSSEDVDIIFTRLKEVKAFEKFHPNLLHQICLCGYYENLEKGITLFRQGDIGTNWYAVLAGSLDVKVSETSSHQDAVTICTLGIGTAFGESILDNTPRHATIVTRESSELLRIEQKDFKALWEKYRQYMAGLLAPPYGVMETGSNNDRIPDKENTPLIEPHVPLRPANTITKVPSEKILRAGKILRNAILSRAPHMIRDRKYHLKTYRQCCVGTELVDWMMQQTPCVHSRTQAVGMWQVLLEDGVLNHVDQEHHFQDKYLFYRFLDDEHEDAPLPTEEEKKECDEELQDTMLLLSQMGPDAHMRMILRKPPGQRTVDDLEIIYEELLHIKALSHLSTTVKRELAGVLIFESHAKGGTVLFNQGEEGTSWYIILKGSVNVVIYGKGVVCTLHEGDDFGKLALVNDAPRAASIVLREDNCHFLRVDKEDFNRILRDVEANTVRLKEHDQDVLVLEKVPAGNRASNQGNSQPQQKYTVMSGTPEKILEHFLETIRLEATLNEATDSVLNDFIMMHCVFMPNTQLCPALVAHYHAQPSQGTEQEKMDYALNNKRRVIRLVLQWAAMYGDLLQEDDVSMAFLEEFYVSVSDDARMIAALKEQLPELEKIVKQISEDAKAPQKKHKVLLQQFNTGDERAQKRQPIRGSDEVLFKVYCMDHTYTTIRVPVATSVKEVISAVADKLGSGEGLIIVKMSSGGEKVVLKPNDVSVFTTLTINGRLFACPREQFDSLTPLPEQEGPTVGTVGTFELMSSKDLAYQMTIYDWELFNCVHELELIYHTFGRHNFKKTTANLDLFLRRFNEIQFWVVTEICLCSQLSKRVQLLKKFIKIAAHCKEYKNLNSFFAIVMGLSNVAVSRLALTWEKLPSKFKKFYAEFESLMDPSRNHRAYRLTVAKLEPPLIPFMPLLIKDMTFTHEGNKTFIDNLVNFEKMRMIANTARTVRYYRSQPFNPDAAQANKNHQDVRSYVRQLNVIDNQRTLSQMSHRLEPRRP
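Exchange assay: 100 nM EPAC2 with 250 nM Rap1B-BODIPY-GDP and 50 uM GDP. Fluorescence (ex 480/em 540 nm) read every 5 min for 30 min at room temperature. Data normalized to 6.5 mM cAMP as agonist control.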
TGFb inhibitor: qHTS for Inhibitors of TGF-b. AID 588855, 2011. HepG2 CAGA-GFP TGF-b/SMAD3 reporter, GFP fluorescence, 18 h; TGF-beta stimulated, 500 pg/mL final. Potency, µM (highest dose often 46.1 µM), without a hit: top-dose activity, negative = inhibition, actives largely listed as inhibitors. actives 1.2% (n = 410,000); note: potency is the fitted concentration of half-maximal effect; % is set by controls: 0 for no effect and ±100 for the full control effect; nearly all actives have a fitted effect of over 65% in size
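Inhibition was scored as loss of TGF-beta-induced (500 pg/mL final, 18 hours, 37 degrees C) GFP in HEPG2 cells carrying a CAGA-GFP reporter, in DMEM with 1% FBS. Well GFP was summed per cell; Activity was normalised to unstimulated and stimulated DMSO wells, then concentration-response fitting.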
Nrf2 activator: qHTS of Nrf2 Activators | AREc32 ARE-luciferase reporter (MCF7-derived line), luminescence, 24 h | Potency, µM (top dose mostly 46.1 µM), for inactives: at the top dose activation, actives largely listed as activators | actives 0.31% (n = 410,000); note: potency is the fitted concentration of half-maximal effect; % of control where 0% means no effect; nearly all actives have a fitted effect of over 65% in size
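ARE activation measured as luciferase luminescence (Steady-Glo, 30 min RT) in AREc32_Fluc cells after 24 hr compound exposure at 37 deg C, 5% CO2; cells seeded overnight at 1000/well in OPTI-MEM, 5% FBS.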
Nrf2 block: Nrf2 qHTS screen for inhibitors; Potency, µM (top dose mostly 46 µM), without a hit: at the top dose activity change, negative = inhibition, most hits filed as inhibitors; actives 2.1% (n = 360,000); A549 ARE-Fluc reporter, luciferase luminescence, 18-24 h; note: potency is the fitted concentration of half-maximal effect; % is set by controls: 0 for no effect and ±100 for the full control effect; nearly all actives have a fitted effect of over 60% in size
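Cells were seeded and rested 2 h, then exposed to compounds for 18-24 h. CellTiter-Fluor was read first as a viability measure. BugLite was added 15 min before the final luminescent read of ARE-luciferase activity in A549 cells.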
CCT chaperon mod: High-Throughput Screening for Modulators of Cytosolic Chaperonin Activity; purified chaperonin ATPase assay, HTRF ADP detection, 30 min; activity change, % (no concentration beside the values), hits read low; actives 0.3% (n = 360,000); in the data active = activity change below about -30%; note: % is set by controls: 0 for no effect and ±100 for the full control effect
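We incubate TRiC, 40 or 20 nM final, with library compounds at 76 uM and 10 uM ATP for 30 min at 37 °C. ADP formed is detected with Transcreener HTRF reagents after 30 min at room temperature.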
Mm-Cpn inhibitor: Inhibitors of TCP-1 ring complex (TRiC) of Methanococcus maripaludis (MmCpn): qHTS. Chaperonin Mm-Cpn (Methanococcus maripaludis). purified Mm-Cpn ATPase, ADP Transcreener TR-FRET. Potency, µM (series often up to 76.9 µM), for inactives: at the top dose activity, negative = inhibition, most hits filed as inhibitors. actives 0.031% (n = 330,000). AID 504842, 2011; note: potency is the fitted concentration of half-maximal effect; % is set by controls: 0 for no effect and ±100 for the full control effect; nearly all actives have a fitted effect of over 80% in size
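Measured: ADP formation by purified Mm-CPN. Conditions: 25 nM protein, 10 uM ATP, Tris pH 7.4 with Mg2+, K+ and DTT, 37°C for 30 min. Detection: Transcreener HTRF after 30 min at room temperature.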
pAkt inh: HTS Assay for Inhibitors of Akt Phophorylation: Primary Screen; Neuro2A IGF-stimulated pAkt S473 HTRF, 20 min; stronger effect = lower value; activity change, % for hits at 50 µM; actives 0.32% (n = 360,000); AID 651550, 2012; in the data active = activity change below about -80%; inconclusive = mostly about -51% to -80%; note: % is set by controls: 0 for no effect and ±100 for the full control effect
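Neuro2A cells in DMEM with 0.5% FBS, overnight at 37 deg C, given compound at single 50 µM final, then IGF (6 nM final) for 20 min at 37 deg C. Lysed; phospho-Akt Ser473 by HTRF after 24 h, 665/615 ratio.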
EPAC2 antag: qHTS for Antagonist of cAMP-regulated guanine nucleotide exchange factor 2 (EPAC2): primary screen; Rap guanine nucleotide exchange factor 4 (Homo sapiens), Q8WZA2; EPAC2 GEF exchange of Rap1B-BODIPY-GDP, fluorescence; Potency, µM (doses to about 114 µM), inactives show at the top dose activity, negative = inhibition, usual class: inhibitors; actives 0.18% (n = 360,000); AID 720708, 2013; note: potency is the fitted concentration of half-maximal effect; % is set by controls: 0 for no effect and ±100 for the full control effect; nearly all actives have a fitted effect of over 45% in size; many of its hits are not listed in these tables
Starred values were filed as active, the others as inactive; i = inactive; ? = inconclusive; / = no result given; & = joins results of further samples; [ ] = remark or other dose. Unless noted, calls come from the whole dose curve; as a rule, active = well fitted curve in the direction sought with a large enough effect; inconclusive = small, poorly fitted or top-dose-only effect, or another doubt; inactive = no such curve, though single readings can be large; an effect the other way counts as inactive or inconclusive. These rows are one share of the data (hit frequency here may not be typical).

entry	Structure	A549 tox	EPAC2 ag	TGFb inhibitor	Nrf2 activator	Nrf2 block	CCT chaperon mod	Mm-Cpn inhibitor	pAkt inh	EPAC2 antag
1	O=C(CCCOc1ccccc1)N1CCN(S(=O)(=O)c2cccc(F)c2)CC1	-1.2%	-3.4%	3.4%	2.0%	15.5%	1.0	0.7%	i	-2.8%
2	Cc1cccc(N2C(=O)c3ccc(C(=O)Nc4cccc(C(=O)O)c4)cc3C2=O)c1	0.0%	-5.9%	11.8%	0.7%	6.8%	2.0	-1.4%	i	-9.8%
3	CCOC(=O)c1c(-c2ccco2)csc1NC(=O)COC(=O)c1cnccn1	-0.1%	-7.4%	?	?	-8.7%	-3.9	-6.2%	i	7.3%
4	CC[N+](CC)(CC)CC(=O)Nc1c(C)cccc1C	-1.9%	-1.3%	-1.7%	-1.0%	-1.3%	-0.4	/	i	-5.2%
5	CC(C)NC(=O)C(=O)NCCN1CCN(C(=O)c2ccc(C(C)(C)C)cc2)CC1	-0.3%	-0.8%	0.7%	-0.6%	?	-4.2	2.0%	i	2.9%
6	COC(=O)c1ccc(COn2nnc3ccccc32)cc1	-2.9%	7.3%	-11.5%	3.2%	?	0.9	1.2%	i	0.9%
7	CCOC(=O)COc1c(Cl)cc(C2NC(=S)NC(c3ccccc3)=C2C(C)=O)cc1OCC (stereo not given)	7.0%	-1.4%	0.9%	0.8%	-6.2%	0.4	?	i	0.2%
8	COc1cc(OC)cc(C(=O)N[C@H](C(=O)OCC(=O)NC(C)c2ccccc2)C(C)C)c1 (stereo not given in full)	8.9%	22.4%	-20.2%	-0.4%	-15.0%	-3.5	1.1%	i	-2.6%
9	CCOc1ccc(S(=O)(=O)N2CCCC(C(=O)N3CCCC3)C2)cc1 (stereo not given)	-2.0%	6.0%	-6.1%	0.1%	-1.3%	-3.3	-1.4%	i	5.3%
10	CCOC(=O)c1nnc2ccnn2c1N	-2.5%	4.7%	4.3%	-0.5%	-10.9%	-0.3	0.7%	i	-1.1%
11	COc1cccc(-c2nc(CS(=O)CC(=O)O)c(C)o2)c1 (stereo not given)	0.3%	10.0%	0.4%	0.4%	-14.0%	-0.6	0.0%	i	1.6%
12	CCCCC(CC)C(=O)O (stereo not given)	10.7%	6.9%	-10.0%	-0.6%	6.6%	-1.0	-1.4%	i	-0.3%
13	Nc1cc(=O)[nH]c(SCC(=O)Nc2cc(Cl)ccc2Cl)n1	-1.4%	3.0%	10.9%	0.1%	-26.9%	1.3	4.9%	i	5.0%
14	O=C(Nc1cc2c(cc1Br)OCCO2)c1ccco1	-4.3%	-10.3%	?	?	?	-4.3	3.4%	i	-1.0%
15	O=C(COC(=O)C1CC(=O)N(Cc2ccco2)C1)Nc1ccccc1[N+](=O)[O-] (stereo not given)	0.9%	9.6%	2.2%	-0.6%	3.5%	-1.7	0.4%	i	1.2%
16	COc1ccccc1N(Cc1cc2cccc(C)c2[nH]c1=O)C(=O)C(C)C	-8.9%	18.9%	-8.5%	2.1%	6.4%	-5.5	1.3%	i	6.6%
17	COc1ccc(NC(=O)Cn2c(=O)n(Cc3ccccc3Cl)c(=O)c3cc(OC)c(OC)cc32)cc1	-3.4%	/	4.9%	0.0%	2.5%	/	/	/	/
18	CCOC(=O)N1CCN(C2CC(=O)N(c3ccc(Cl)c(Cl)c3)C2=O)CC1 (stereo not given)	-14.4%	1.1%	25.1%	-0.4%	/	-0.5	0.0%	i	-5.3%
19	COC(=O)c1ccc(NC(=O)C(=O)N2CCN(C(=S)Nc3ccc(OC)cc3)CC2)cc1	12.7%	2.7%	-16.2%	-0.2%	-21.8%	-0.4	0.1%	i	-2.6%
20	Cc1cccn2c(=O)c(/C=C(\C#N)c3nc4ccccc4[nH]3)c(Oc3ccc(C(C)(C)C)cc3)nc12	0.1%	/	266.0%[activator]	4.8%	5.9%	/	/	/	/
21	CCCNC(=O)N1CCN(c2nc(C(C)C)c3c(c2C#N)CC(C)(C)OC3)CC1	2.2%	-10.6%	3.7%	0.2%	-1.9%	-3.7	1.0%	i	-11.8%
22	CC(C)c1ccc(N(CC(=O)NCCSC(C)(C)C)S(C)(=O)=O)cc1	-5.2%	2.3%	-4.9%	2.9%	25.8%	-0.2	0.7%	/	-15.3%
23	COc1ccc(-n2c(NC(=O)c3ccco3)c(C#N)c3nc4ccccc4nc32)cc1	-13.7%	-15.5%	0.0%	5.6%	-29.1%	-60.5*	-4.9%	i	-0.4%
24	O=C1C=C(c2ccc3ncccc3c2)C[C@@H](c2ccc3c(c2)OCO3)C1	-6.7%	0.2%	?	-0.5%	?	-1.3	-0.3%	i	-3.5%
25	O=C(/C=C/c1c(Cl)cccc1Cl)NCc1ccccc1	-2.4%	-2.7%	-7.6%	0.1%	-6.2%	-0.4	-2.0%	i	0.0%
26	COc1cc(C)ccc1OCCON1C(=O)CCC1=O	-0.9%	-0.9%	7.9%	-0.3%	-4.9%	-0.3	-0.4%	i	0.0%
27	Cc1sc2ncnc(N3CCC(C(=O)Nc4cc(S(C)(=O)=O)ccc4Cl)CC3)c2c1C	-11.5%	2.8%	-7.8%	-0.3%	18.4µM*	-1.0	-11.9%	i	-2.1%
28	CCCC(=O)Nc1cccc(-c2nc3ncccc3o2)c1	-0.7%	/	2.4%	4.8%	-11.7%	/	/	/	/
29	CCOC(=O)N1CCN(c2ccccc2O)CC1	-0.9%	0.6%	-6.1%	-0.7%	-9.2%	1.6	-1.0%	i	1.4%
30	CC(C)c1ccc(NC(=O)C(Cc2ccccc2)NS(=O)(=O)c2ccc3c(c2)oc(=O)n3C)cc1 (stereo not given)	-13.7%	/	-10.0%	0.6%	0.3%	/	/	/	/
31	COc1ccc(NC(C)=O)cc1NC(=O)CSc1nnc(C2CCCCC2)n1N	0.9%	-0.1%	-1.6%	-0.9%	2.1%	-0.9	0.8%	i	7.8%
32	CN1CCN(c2ccc(NC(=O)c3ccc(Cl)cc3)cn2)CC1	0.7%	-1.0%	-11.2%	0.4%	-11.3%	1.5	-2.3%	i	14.3%
33	O=C(NCCc1ccccc1)c1ccc(NCC2CCCO2)c([N+](=O)[O-])c1 (stereo not given)	-0.4%	-6.7%	0.9%	3.7%	?	2.2	2.3%	i	-10.7%
34	O=C(O)C1CC=CCC1C(=O)Nc1cccc(Cl)c1 (stereo not given)	2.1%	14.3%	-6.8%	-0.6%	/	0.1	0.8%	i	7.9%
35	Cc1ccc(NC(=O)CN(C)C(=O)CSc2nnc(NC(C)C)s2)cc1	-17.5%	12.6%	14.4%	-0.7%	-20.9%	-1.5	0.4%	i	12.2%
36	CCOC(=O)c1sc(NC(=O)OC)c(C(=O)OC)c1C	5.4%	1.2%	?	-0.6%	-21.3%	-4.8	-21.1%	i	14.1%

Ordered by the number under CCT chaperon mod (lowest first): three of the compounds above
# | SMILES | CCT chaperon mod
27 | Cc1sc2ncnc(N3CCC(C(=O)Nc4cc(S(C)(=O)=O)ccc4Cl)CC3)c2c1C | -1.0
25 | O=C(/C=C/c1c(Cl)cccc1Cl)NCc1ccccc1 | -0.4
26 | COc1cc(C)ccc1OCCON1C(=O)CCC1=O | -0.3

(more compounds)
entry	Structure	A549 tox	EPAC2 ag	TGFb inhibitor	Nrf2 activator	Nrf2 block	CCT chaperon mod	Mm-Cpn inhibitor	pAkt inh	EPAC2 antag
37	O=C(O)C(Cc1ccc(O)cc1)N1C(=O)c2c(Cl)c(Cl)c(Cl)c(Cl)c2C1=O (stereo not given)	-20.2%	-1.5%	0.5%	0.5%	-11.5%	1.6	/	i	?
38	N#Cc1c(NC(=O)CSc2ncn[nH]2)sc2c1CCCCC2	-9.4%	8.4%	-19.4%	-1.3%	0.366µM*	-5.0	1.1%	i	-5.3%
39	COc1cc(CC(=O)OCC(=O)Nc2cc(S(=O)(=O)N3CCCC3)ccc2Cl)cc(OC)c1OC	5.2%	7.0%	-7.0%	0.1%	-1.8%	-1.2	-2.0%	/	-15.4%
40	NC(N)=NS(=O)(=O)c1ccc(NC(=S)NC(=O)/C=C/c2ccc(F)cc2)cc1	0.0%	0.4%	0.5%	0.3%	1.3%	-2.5	?	i	-5.2%
41	C/C(=N\NC(=O)c1ccc(C)cc1)C1C(=O)c2ccccc2C1=O	?	-1.6%	-16.4%	0.3%	12.8%	0.9	-0.7%	i	-1.4%
42	N#CCCn1cc(/C=C2\NC(=S)N(c3ccccc3)C2=O)c(-c2ccc(-c3ccccc3)cc2)n1	20.6µM*	4.1%	10µM*	0.5%	18.4µM*	-4.8	0.8%	i	1.8%
43	Nc1nc2nc(-c3ccc(OCc4ccccc4)cc3)cc(C(F)(F)F)n2n1	/	12.6%	8.0%	-0.4%	-3.2%	-1.0	2.9%	i	-1.1%
44	CCC1Oc2ccc(C)cc2N(CC(=O)N(Cc2cccnc2)Cc2ccc(C)o2)C1=O (stereo not given)	-1.7%	4.3%	-13.4%	2.9%	-9.7%	-1.2	0.3%	i	11.9%
45	CCNC(=O)CC1C(=O)N(c2ccc(C)cc2)C(=O)N1CCOC (stereo not given)	0.2%&-1.3%	9.9%	16.2%&-0.2%	0.4%&0.3%	2.3%&6.9%	0.1	1.2%	i	-6.3%
